High-throughput results: PubChem, several laboratories
Anthrax LF inh2: Bacillus anthracis LF protease inhibitors, primary screen, biochemical, multiplex microsphere, MLPCN library; multiplex microsphere protease cleavage assay; inhibition, % at 10 µM; Lethal factor (Bacillus anthracis), P15917; AID 588501, 2011; 360,000 compounds, 0.12% hits; also: plate controls were buffer without enzyme for full effect and enzyme alone for no effect
Target sequence (P15917 whole entry, looked up): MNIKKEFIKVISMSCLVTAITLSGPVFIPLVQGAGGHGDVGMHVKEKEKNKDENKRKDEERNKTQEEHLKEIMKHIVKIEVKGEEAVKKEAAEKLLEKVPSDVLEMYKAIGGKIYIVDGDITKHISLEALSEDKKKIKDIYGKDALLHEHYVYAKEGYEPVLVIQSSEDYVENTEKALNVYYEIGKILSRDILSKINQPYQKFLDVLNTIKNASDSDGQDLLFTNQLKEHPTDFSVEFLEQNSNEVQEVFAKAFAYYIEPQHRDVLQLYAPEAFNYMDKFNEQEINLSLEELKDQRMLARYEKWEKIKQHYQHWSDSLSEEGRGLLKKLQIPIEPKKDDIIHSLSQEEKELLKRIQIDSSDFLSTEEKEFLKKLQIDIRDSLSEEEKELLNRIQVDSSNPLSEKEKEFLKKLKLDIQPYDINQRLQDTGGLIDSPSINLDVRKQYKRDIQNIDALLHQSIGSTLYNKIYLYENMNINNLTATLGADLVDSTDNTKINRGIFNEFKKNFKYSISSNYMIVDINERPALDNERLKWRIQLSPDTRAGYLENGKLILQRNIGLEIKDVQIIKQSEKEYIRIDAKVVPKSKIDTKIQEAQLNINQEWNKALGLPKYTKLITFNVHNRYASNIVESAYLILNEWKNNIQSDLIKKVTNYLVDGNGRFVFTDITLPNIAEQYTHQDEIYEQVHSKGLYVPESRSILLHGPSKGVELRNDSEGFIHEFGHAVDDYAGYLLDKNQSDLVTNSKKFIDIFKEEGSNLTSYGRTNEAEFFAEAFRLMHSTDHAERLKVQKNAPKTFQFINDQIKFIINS
TcdB GH inh: TcdB glycohydrolase inhibitors, primary screen, biochemical, single point, plate reader; Toxin B (Clostridioides difficile), P18177; TcdB glycohydrolase enzymatic assay; inhibition, % at 9.99 µM; 350,000 compounds, 0.24% hits; AID 652162, 2013; in the data active = inhibition above about 10%
Vc quorum ag: inducers of Vibrio cholerae quorum light production without autoinducers, primary screen, BH1578 luxS cqsA deficient, single point; activation, % at 18.7 µM; 350,000 compounds, 0.16% hits; V. cholerae BH1578 lux reporter, luminescence, 6 h; in the data active = activation mostly above about 9.7%, no sharp cut-off; inconclusive = no clear call, values can overlap the other calls; inactive = mostly below about 3.7%; also: not every result past the cut was called active; inactives centre near 0; reference of the scale not given here
SSB-PriA inh: inhibitors of Klebsiella pneumoniae PriA binding to SSB C-terminal tail, primary screen, biochemical, AlphaScreen. PriA–SSB C-terminal tail interaction (Klebsiella pneumoniae). AlphaScreen SSBct-PriA binding, biotinylated peptide. inhibition, % at 33 µM. 430,000 compounds, 0.6% hits; in the data active = inhibition mostly above about 37%, no sharp cut-off; inactive = mostly below about 20%;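 also: plate controls were negative control peptide for no effect and reference peptide for full effect; strong numbers were not always called active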
PfHsp40 rescue: rescue of yeast from PfHsp40 toxicity, primary screen, S. cerevisiae, ATP luminescence | S. cerevisiae expressing PfHsp40, growth rescue | growth rescue, % at 12.5 µM | 340,000 compounds, 0.68% hits | AID 504582, 2011; in the data active = growth rescue above about 28%, passing the limit was not always enough; inconclusive = no clear call, values can overlap the other calls;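 also: yeast W303a lacking pdr1 and pdr3 grown in galactose medium; growth measured after three days at 30 °C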
BoNT-A LC inh2: BoNT/A light chain protease inhibitors, primary screen, biochemical, flow cytometry, MLPCN library | Botulinum neurotoxin type A light chain protease (Clostridium botulinum A str. ATCC 3502) | multiplex microsphere protease substrate cleavage | inhibition, % at 10 µM | 360,000 compounds, 0.17% hits; also: plate controls were buffer without enzyme for full effect and enzyme alone for no effect
SARS 3CLpro inh: SARS-CoV 3CLpro protease inhibitors, primary screen, biochemical, quenched FRET; AID 1706, 2009; 290,000 compounds, 0.14% hits; recombinant SARS-CoV 3CLpro, quenched FRET peptide cleavage; inhibition, % at 6 µM; Replicase polyprotein 1ab (Severe acute respiratory syndrome coronavirus), P0C6X7; in the data active = inhibition above about 12%
Yp Topo-I inh: Yersinia pestis topoisomerase I inhibitors, primary screen, biochemical, cleavage product accumulation, plate reader, single point | 360,000 compounds, 0.064% hits | activity, % at 10 µM | Y. pestis Topo-I cleavage product accumulation | AID 504884, 2011; in the data active = activity above about 50%, passing the limit was not always enough; inconclusive = no clear call, values can overlap the other calls; also: inactives centre near 2
CCHFV vOTU inh: CCHFV vOTU protease inhibitors, primary screen, biochemical, Pep-AMC substrate, fluorescence | AID 651958, 2012 | 370,000 compounds, 0.55% hits | inhibition, % at 11.5 µM; in the data active = inhibition above about 30%; also: 0% = vehicle wells with enzyme and 100% = no enzyme wells
DUSP3 inh: VHR1 phosphatase inhibitors, primary screen, biochemical, absorbance, uHTS | inhibition, % at 13.3 µM | Dual specificity protein phosphatase 3 (Homo sapiens), P51452 | recombinant VHR phosphatase, pNPP absorbance | AID 1654, 2009 | 290,000 compounds, 0.52% hits; in the data active = inhibition above about 50%; also: some compounds called inactive have numbers as strong as hits
Target sequence (P51452 whole entry, looked up): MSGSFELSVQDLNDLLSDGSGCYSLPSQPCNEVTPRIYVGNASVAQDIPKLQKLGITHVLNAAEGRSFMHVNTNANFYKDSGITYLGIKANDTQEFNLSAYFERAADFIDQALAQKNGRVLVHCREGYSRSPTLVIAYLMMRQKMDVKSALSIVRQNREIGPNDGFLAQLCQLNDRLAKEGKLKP
Starred values were filed as active, the others as inactive; i = inactive; u = inconclusive; x = not tested or not shown. Rule as the data show it, unless noted: active = inhibition above about 30%; inconclusive = no clear call, values can overlap the other calls; inactive = below that. Only part of the results is shown, so the mix of outcomes need not match the whole.

canonical_smiles	PfHsp40 rescue	CCHFV vOTU inh	Vc quorum ag	TcdB GH inh	BoNT-A LC inh2	SARS 3CLpro inh	DUSP3 inh	Yp Topo-I inh	Anthrax LF inh2	SSB-PriA inh
CCc1ccc(OC(=O)c2ccn(CC)n2)cc1	-1.4	-2	x	x	0.0	0	3	9	-2	-26
Cc1cccc(-n2c(SCC(=O)NC3CCCC3)nnc2-c2ccoc2C)c1	-1.2	-13	-0.1	x	0.6	4	8	9	-2	-14
CC(C)CC(COCc1ccc(C(F)(F)F)cc1)N1CCN(C(=O)c2ccc(C(F)(F)F)cc2)CCC1=O (configuration not stated)	22	21	-0.4	0.7	-0.9	0	0	34	-2	-16
COc1ccc(N(CC(=O)N2CCN(c3ccccc3)CC2)S(=O)(=O)c2ccccc2)cc1	x	15	-0.3	-12	-0.2	x	x	9	-9	x
Cc1nn(CC(=O)N(C)C2CCC(C)CC2)c(C)c1S(=O)(=O)N(C)C (configuration not stated)	-1.6	7	-0.3	1.7	-0.2	x	x	-6	-2	8
Cc1ccc2c(c1)C(O)(CC(=O)/C=C/C=C/c1ccccc1)C(=O)N2 (configuration not stated)	-1.8	12	4.2	x	0.1	3	5	13	1	5
O=C(COc1cccnc1[N+](=O)[O-])NCCc1ccc(F)cc1	0.3	12	-1.3	1.3	-0.8	3	22	-1	-3	4
CCCCN(C(=O)CSc1nc(CCC)cc(=O)[nH]1)c1c(N)n(Cc2ccccc2)c(=O)[nH]c1=O	0.3	0	-3.8	5.9	0.1	x	x	2	-2	7
Cc1ccc(Cn2c(SCC(=O)N3CC(=O)Nc4ccccc43)nc3ccccc3c2=O)cc1	0.4	5	-0.4	-0.4	-0.8	4	-27	37	1	-19
CCOC1(OCC)N=C(N)C2(C#N)C(c3cccc(C)c3)C12C#N (configuration not stated)	0.0	-3	-1.3	x	-0.6	-1	1	-1	0	-3
COc1ccc(CCN=C(C)C2=C(O)C(c3ccccc3)OC2=O)cc1OC (configuration not stated)	0.8	4	-0.3	5.6	-0.7	1	14	13	-5	-3
O=C(NC1CCCCC1)C(c1cccs1)N(CCCN1CCOCC1)C(=O)c1ccc(-c2ccccc2)[nH]1 (configuration not stated)	0.3	8	i	1.2	-1.0	2	30	29	-4	17
Cc1cc(C)cc(C(=O)N2CCC(CCC(=O)NC3CC3)CC2)c1	0.1	-9	-4.5	-0.6	1.2	-3	-13	u	-3	-14
CN1CCOCCOCCOCCN(C)C1=S	-1.1	-15	0.5	-0.1	-0.8	2	20	-8	2	-7
CCN(c1ccccc1)S(=O)(=O)c1ccc(C(=O)N(C)Cc2cccs2)cc1	0.6	-6	-2.7	1.1	-1.1	x	x	38	0	-13
O=C(CCN1C(=O)S/C(=C\c2ccccc2)C1=O)NC1CCS(=O)(=O)C1 (configuration not stated)	0.0	14	i	0.7	-2.0	-2	15	2	-2	-4
Cn1c(SCc2ccccc2)nnc1-c1cccs1	3.0	5	-1.7	x	0.3	0	17	-5	0	9
CCN(CC)C(=O)c1cc2cc([N+](=O)[O-])ccc2s1	-2.7	9	-0.7	x	-1.1	-1	16	-9	0	5
Cc1ccnc(NC(=O)c2cccc(OC(F)F)c2)n1	-0.3	2	i	1.6	-1.1	4	12	5	-3	-10
COc1ccccc1N1CCN(CCC(=O)Nc2ccc3c(c2)OCO3)CC1	-1.5	7	i	x	-0.7	-4	15	-9	-4	-2
CCN(C#N)c1nc(NC(C)C)nc(NC(C)C)n1	-0.7	x	i	0.9	0.0	-2	-1	15	-2	-6
CCOC(=O)N1CCN(C(=O)CSc2nc(C)nc3c2c(=O)n(C)c(=O)n3C)CC1	-0.4	0	-0.3	0.5	0.0	4	21	4	3	4
O=C(c1ccc(COc2ccccc2Br)o1)N1N=C(C(F)F)CC1(O)C(F)F (configuration not stated)	0.0	10	-0.4	x	0.6	0	-2	-5	0	-17
OCCNc1ncnc2c1ncn2[C@H]1CN(C2CCCC2)C[C@@H](CO)O1	x	-10	-0.5	0.0	0.4	x	x	3	-2	x
CN(C)S(=O)(=O)c1cccc(-c2nnc(SCCNCCO)n2-c2ccc(F)cc2)c1	0.4	-8	-0.7	1.3	-0.1	4	22	-1	-2	-2
CC(C)(C)Nc1cccccc1=O	-0.4	6	-1.9	x	1.3	1	16	1	4	-7
CCOc1ccccc1NC(=O)NCc1ccccn1	-1.5	3	-3.1	-0.3	0.4	1	23	12	2	-2
COc1ccc(S(=O)(=O)N2CCC(O)(c3ccc(Cl)cc3)CC2)cc1OC	-0.9	15	i	1.3	0.4	-2	31	-8	-2	-15
CC(=O)Nc1cc(-c2ccc(C(=O)N3CCOCC3)cc2)cn2c(-c3ccc(S(C)(=O)=O)cc3)cnc12	x	-16	-1.3	0.6	0.5	x	x	3	-1	x
Cc1ccc2nc(-c3ccc(NC(=O)CSCC(=O)O)cc3)sc2c1	0.1	-86	-3.7	0.4	-0.8	5	21	10	9	5
COc1cc(/C=N/NC(=O)c2cc(-c3cccs3)nc3ccccc23)ccc1O	0.4	-4	-0.3	0.5	0.3	1	18	-7	1	x
O=C(Nc1nnc([C@@H]2C[C@H](O)[C@@H](CO)O2)s1)c1cccc(Cl)c1	x	-8	-0.6	0.4	-0.1	x	x	-4	0	x
Cc1cccc(N2CC(C(=O)O)CC2=O)c1 (configuration not stated)	-1.7	-11	-1.3	x	0.0	-2	7	4	-2	-16
O=C(CN1CCCCCCC1)NC(=O)NC1CCCCC1	-2.4	4	-0.4	0.6	-1.2	0	2	42	-9	6
CC(c1ccccc1)C1C(C#N)=C(N)SC(N)=C1C#N (configuration not stated)	0.5	4	i	x	0.0	-4	-12	0	-1	-25
COC(=O)NC(NC(=S)Nc1ccccc1OC)C(Cl)(Cl)Cl (configuration not stated)	-1.3	4	-0.6	1.0	-0.3	-3	-4	-8	0	2
CC1(C)CC(=O)C=C(NCc2ccccc2)C1	-1.8	-18	-14	1.7	-1.4	2	20	-2	-2	-17
CC1CCN(S(=O)(=O)c2cccc(C(=O)Nc3ccccn3)c2)CC1	14	13	-0.3	x	-0.1	-5	10	12	0	-11
CC1C(=O)O[C@@H]2C[C@@H](C)[C@@H]3CCC(=O)[C@@]3(C)[C@@H](O)[C@H]12 (some centres not stated)	-0.7	20	-4.3	-1.9	-0.7	x	7	5	-2	6
CC1(C(=O)NCc2ccccc2)Cc2c(-c3ccccc3)ccnc2O1 (configuration not stated)	x	4	0.1	1.6	0.8	x	x	19	1	x
O=C(CCN1C(=O)S/C(=C/c2ccccc2)C1=O)Nc1ccc(C(=O)O)c(O)c1	-0.8	11	i	1.5	1.0	3	-26	1	-4	-6
O=C(CSc1nc2ccccc2o1)Nc1ccccc1	1.8	-11	i	x	u	2	-1	12	-5	-17
COc1ccc(OC)c(S(=O)(=O)Nc2ccc(O)c3ccccc23)c1	-1.0	66*	x	x	-0.2	0	-1	-1	-9	12
NS(=O)(=O)c1ccc(NC(=O)Cn2nc(C(=O)O)c3ccccc3c2=O)cc1	0.6	-1	i	-1.1	2.4	-1	22	-3	-6	5
Cc1ccnn1-c1ccc(C(=O)N2CCCN(S(=O)(=O)c3ccc(F)cc3)CC2)cc1	1.1	-8	i	2.2	3.8	x	x	31	-1	-15
CN(C)c1ccc(C(=O)NCC(c2cccs2)N2CCOCC2)cc1[N+](=O)[O-] (configuration not stated)	-0.5	7	i	-0.9	0.7	x	x	-7	-1	6
O=S(=O)(NCc1cccnc1)c1cccc2nsnc12	0.0	-8	i	x	1.3	2	18	4	-3	0
COC(=O)c1cc(O)cc(OC)c1C(=O)c1c(O)cc(C)cc1O	-0.9	2	-0.5	-0.4	-0.2	x	3	-3	-8	4
O=C(N/N=C\c1cc([N+](=O)[O-])ccc1N1CCCC1)c1ccccn1	-1.1	14	-0.2	0.7	-0.5	1	1	3	0	x
Cc1nn(C)c(Cl)c1C(=O)NCC(=O)NCc1ccccc1	0.0	-6	-2.2	1.5	0.2	1	9	8	-7	0

The results go on.
canonical_smiles	PfHsp40 rescue	CCHFV vOTU inh	Vc quorum ag	TcdB GH inh	BoNT-A LC inh2	SARS 3CLpro inh	DUSP3 inh	Yp Topo-I inh	Anthrax LF inh2	SSB-PriA inh
CCC(Sc1nc(=O)cc(N)n1CCc1ccccc1)C(=O)Nc1ccccc1C#N (configuration not stated)	0.1	6	i	x	0.4	-1	27	3	2	-9
Cc1cccnc1NC(=O)c1cccc(S(=O)(=O)N2CCN(c3ccccc3)CC2)c1	-0.5	-3	-2.8	0.8	-0.1	x	x	17	0	-2
CCOc1ccc(-c2nc3scc(-c4cccs4)c3c(=O)[nH]2)cc1	-1.1	-2	-0.2	0.3	1.7	4	24	-14	-3	-6
Cc1cc(C(=O)c2cnc(/N=C/N(C)C)s2)c(F)cc1Cl	0.2	-5	i	3.2	0.3	5	15	-8	1	x
Cc1[nH]c2ccccc2c1C(=O)CN1C(=O)NC2(CC(C)CC(C)(C)C2)C1=O (configuration not stated)	10	19	-0.5	x	0.2	2	-7	-4	-4	-12
CCCCNC(=O)C[C@@H]1C[C@@]2(C(=O)OCC)CCCC=C2N(Cc2ccco2)C1=O	x	6	x	1.1	-1.0	x	x	x	3	x
CC(C)Sc1nc(N2CCOCC2)c2c3c(sc2n1)COC(C)(C)C3	-0.7	-5	-0.4	x	0.1	-2	31	5	3	-14
Cc1cc(C(=O)CSc2nnnn2C)c(C)n1C1CC1	-1.5	-1	x	-0.6	-0.6	2	-8	6	-4	-12
O=C(CCOc1ccccc1)Nc1ccnn1C1CCN(Cc2ccc(F)cc2)CC1	-1.4	-8	-1.7	-0.1	-0.9	-3	16	3	-3	0
CC(C)Cn1c(=O)c(C(=O)Nc2cnccn2)c(O)c2ccccc21	0.9	2	x	x	-0.1	4	8	1	-4	-10
COCCn1nnnc1C(c1cccc(OC)c1OC)N1CCN(C(=O)c2ccco2)CC1 (configuration not stated)	0.2	4	-0.2	0.2	-2.3	-12	2	-1	-4	-7

Looked up by structure from the entries so far, four records:
canonical_smiles	PfHsp40 rescue	CCHFV vOTU inh	Vc quorum ag	TcdB GH inh	BoNT-A LC inh2	SARS 3CLpro inh	DUSP3 inh	Yp Topo-I inh	Anthrax LF inh2	SSB-PriA inh
Cc1cc(C(=O)CSc2nnnn2C)c(C)n1C1CC1	-1.5	-1	x	-0.6	-0.6	2	-8	6	-4	-12
Cc1[nH]c2ccccc2c1C(=O)CN1C(=O)NC2(CC(C)CC(C)(C)C2)C1=O (configuration not stated)	10	19	-0.5	x	0.2	2	-7	-4	-4	-12
Cc1cc(C(=O)c2cnc(/N=C/N(C)C)s2)c(F)cc1Cl	0.2	-5	i	3.2	0.3	5	15	-8	1	x
CCOc1ccc(-c2nc3scc(-c4cccs4)c3c(=O)[nH]2)cc1	-1.1	-2	-0.2	0.3	1.7	4	24	-14	-3	-6
